# NPC1 prom act = qHTS Assay for NPC1 Promoter Activators; Potency, µM (titrated, usually from 9.22 µM), for inactives: at the top dose activation, actives largely listed as activators; Huh7 NPC1 promoter luciferase reporter, 24 h; 320,000 tested, 2.4% active;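 further: potency means the concentration at half of the fitted maximal effect; % of control where 0% means no effect; nearly all actives have a fitted effect of over 60% in size; reporter is driven by a mutant NPC1 promoter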
#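 Luciferase expression driven by the NPC1 promoter was measured in stably transfected Huh7 cells after a 24 h compound incubation, using a luciferase reagent and a luminescence read.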
# Gal4-VP16 FLuc = VP16 counterscreen qHTS for inhibitors of ROR gamma transcriptional activity; Drosophila S2 Gal4-VP16 UAS-luciferase, luminescence, 20 h; Potency, µM (doses to about 53.6 µM), without a hit: at the highest dose activity, negative = inhibition, most hits filed as inhibitors; 310,000 tested, 3.5% active;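 further: Gal4-VP16 expression switched on by copper sulfate through the metallothionein promoter; potency means the concentration at half of the fitted maximal effect; on the % scale 0 is the no-effect control and ±100 the full control effect; nearly all actives have a fitted effect of over 50% in size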
# ELG1 DNA repair = qHTS screen for small molecules that inhibit ELG1-dependent DNA repair in human embryonic kidney (HEK293T) cells expressing luciferase-tagged ELG1. Potency, µM (doses to about 46.1 µM), for inactives: top-dose activity change, negative = inhibition, actives largely listed as inhibitors. 330,000 tested, 2.3% active. HEK293T ELG1-luciferase reporter, luminescence, 16 h; DNA damage induced by 5-fluorouridine; further: potency means the concentration at half of the fitted maximal effect; on the % scale 0 is the no-effect control and ±100 the full control effect; nearly all actives have a fitted effect of over 55% in size
#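 Step one: seed 2,000 cells per well. Step two: pin-transfer compound or DMSO alongside 5-fluorouridine. Step three: incubate 16 hr, 37 °C, 5% CO2. Step four: add ONE-Glo, wait 30 min, read luminescence.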
# KCNH2 3.1 inh = qHTS for Inhibitors of KCHN2 3.1: Mutant qHTS | 340,000 tested, 0.95% active | U2OS KCNH2 3.1, thallium flux FluxOr; active compounds read low | activity change, % (tested at about 1.8 µM);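 active means maximum activity change below -70%; inconclusive means maximum activity change from -70% to -50%; inactive means maximum activity change above -50%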;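 further: thallium influx rate constant from kinetic fluorescence after stimulation buffer; on the % scale 0 is the no-effect control and ±100 the full control effect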
#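 Channel expression came from 3.1 mutant virus (1.77 x 10^8 /mL) applied to suspended U2OS cells for 4 h. Flux was tracked with FluxOr dye plus Red40 quencher, and kinetic rate constants normalized to controls.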
# MBNL1 CUG block = qHTS Assay for Inhibitors of MBNL1-poly(CUG) RNA binding | Potency, µM (doses to about 57.5 µM), for the others: top-dose activity change, negative = inhibition, hits mostly inhibitors | TR-FRET MBNL1-His/biotin-(CUG)12 binding, 665/545 ratio | AID 2675, 2010 | 280,000 tested, 0.036% active | Muscleblind-like protein 1 (Homo sapiens), Q9NR56; active means well fitted inhibition curve with a large enough effect in the signal ratio, with a control signal flat, not every such curve was filed as active; inconclusive means small, poorly fitted or top-dose-only effect, or effect the other way, or a change in a side signal; inactive means no such curve, though single readings can be large or run the other way; the % refers to the signal ratio; further: potency means the concentration at half of the fitted maximal effect; on the % scale 0 is the no-effect control and ±100 the full control effect
#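 MBNL1-His + Biotin-(CUG)12, cpd titration 92 nM–58 uM; Tb anti-His Ab 0.055 ng/ul, SA-XL665 5 nM (final); 60 min RT; ratiometric 665/545 nm, Ex 340 nm; normalized to buffer and full-complex controls.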
# Rab9 promoter act = qHTS Assay for Rab9 Promoter Activators. Huh7 Rab9 promoter-luciferase reporter, luminescence, 24 h. Potency, µM (doses to about 9.22 µM), for the others: at the highest dose activation, negative = inhibition, usual class: activators. 320,000 tested, 2.8% active; further: potency means the concentration at half of the fitted maximal effect; % of control where 0% means no effect; nearly all actives have a fitted effect of over 60% in size
#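 Stable Rab9-luc Huh7, 1500 cells/well, 2 h settle; cmpd in DMSO, 24 h, 37 °C/5% CO2; luciferase reagent 10 min RT; luminescence.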
# FLuc modulator = qHTS profiling assay for firefly luciferase inhibitor/activator using purifed enzyme and Km concentrations of substrates (counterscreen for miR-21 project); Luciferin 4-monooxygenase (Photinus pyralis), P08659; purified FLuc, Km substrates, luminescence inhibition; Potency, µM (titrated, usually from 57.5 µM), without a hit: at the highest dose activity change, negative = inhibition, actives largely listed as inhibitors; 360,000 tested, 6.9% active; AID 588342, 2011;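 further: potency means the concentration at half of the fitted maximal effect; plate controls were vehicle for no effect and reference inhibitor for full effect; nearly all actives have a fitted effect of over 55% in size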
# Target sequence (P08659 whole entry, looked up): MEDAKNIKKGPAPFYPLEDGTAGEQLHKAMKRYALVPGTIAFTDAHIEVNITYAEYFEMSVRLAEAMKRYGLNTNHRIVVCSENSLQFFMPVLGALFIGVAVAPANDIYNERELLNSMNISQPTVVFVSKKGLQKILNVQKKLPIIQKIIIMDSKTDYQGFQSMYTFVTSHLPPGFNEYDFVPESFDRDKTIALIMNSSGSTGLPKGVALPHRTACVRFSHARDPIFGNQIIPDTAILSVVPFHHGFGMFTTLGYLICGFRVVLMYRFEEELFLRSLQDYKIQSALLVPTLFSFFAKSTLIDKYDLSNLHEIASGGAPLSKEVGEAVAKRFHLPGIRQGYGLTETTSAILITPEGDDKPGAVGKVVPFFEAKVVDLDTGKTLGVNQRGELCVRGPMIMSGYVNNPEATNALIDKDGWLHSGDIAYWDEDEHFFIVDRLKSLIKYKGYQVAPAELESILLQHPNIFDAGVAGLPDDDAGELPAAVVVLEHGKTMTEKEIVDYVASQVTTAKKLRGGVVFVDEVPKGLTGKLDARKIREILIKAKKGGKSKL
#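 Purified P. pyralis luciferase (10nM final) with 10uM D-luciferin and 10uM ATP (Km levels) in 50mM Tris acetate pH 7.5, 10mM Mg acetate, 0.01% Tween-20, 0.05% BSA; qHTS 6-point titration, ~60 µM downward; luminescence read.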
# Menin MLL FP TR = qHTS Assay for Inhibitors Targeting the Menin-MLL Interaction in MLL Related Leukemias: Competition With Texas Red Labeled MLL-derived Mutant Peptide; Menin + Texas Red MLL mutant peptide, fluorescence polarization; Potency, µM (series often up to 61.6 µM), inactives show at the highest dose FP activity change, negative = inhibition, actives largely listed as inhibitors; 270,000 tested, 0.23% active; AID 1768, 2009; O00255; active means well fitted inhibition curve with a large enough effect in the polarisation, with a control signal flat, not every such curve was filed as active; inconclusive means small, poorly fitted or top-dose-only effect, or effect the other way, or a change in a side signal; inactive means no such curve, though single readings can be large or run the other way; the % refers to the polarisation; further: potency means the concentration at half of the fitted maximal effect; % of control where 0% means no effect; many of its hits are not listed in these tables
# PKM2 activator = qHTS Assay for Activators of Human Muscle isoform 2 Pyruvate Kinase | Pyruvate kinase PKM (Homo sapiens), P14618 | purified PKM2, Kinase-Glo ATP luminescence, activation; response scale: 0% is enzyme alone, no compound | Potency, µM (highest dose often 57.5 µM), for the others: at the top dose activation, most hits filed as activators | 260,000 tested, 0.34% active; further: potency means the concentration at half of the fitted maximal effect; on the % scale 0 is the no-effect control and ±100 the full control effect; nearly all actives have a fitted effect of over 55% in size
#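 ATP formation by purified human PK-M2, quantified via coupled luciferase luminescence after 1 h at room temperature with 0.1 mM ADP and 0.5 mM PEP final.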
# RORg inh = qHTS for inhibitors of ROR gamma transcriptional activity; 310,000 tested, 5.4% active; Drosophila S2 Gal4-RORgamma UAS-luciferase reporter, 20 h; Potency, µM (top dose mostly 53.6 µM), inactives show at the highest dose activity change, negative = inhibition, most hits filed as inhibitors; further: potency means the concentration at half of the fitted maximal effect; on the % scale 0 is the no-effect control and ±100 the full control effect; nearly all actives have a fitted effect of over 60% in size
# Target sequence (P51450 whole entry, looked up, the tested form may be a part): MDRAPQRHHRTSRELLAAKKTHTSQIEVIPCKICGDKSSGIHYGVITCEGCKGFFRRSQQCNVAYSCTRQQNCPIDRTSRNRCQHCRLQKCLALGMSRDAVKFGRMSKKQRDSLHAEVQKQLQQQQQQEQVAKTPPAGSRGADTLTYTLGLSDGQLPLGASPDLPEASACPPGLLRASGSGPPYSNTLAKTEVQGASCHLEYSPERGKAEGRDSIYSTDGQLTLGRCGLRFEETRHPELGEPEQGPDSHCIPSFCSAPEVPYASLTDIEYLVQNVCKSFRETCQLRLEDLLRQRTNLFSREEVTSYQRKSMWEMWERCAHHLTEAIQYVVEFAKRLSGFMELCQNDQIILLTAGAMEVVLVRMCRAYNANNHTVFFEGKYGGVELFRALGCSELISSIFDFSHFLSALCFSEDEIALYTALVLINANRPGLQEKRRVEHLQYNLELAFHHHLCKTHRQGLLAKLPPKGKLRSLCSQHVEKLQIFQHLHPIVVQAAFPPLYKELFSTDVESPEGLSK
#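 Drosophila S2 cells stably expressing Gal4-DBD/mouse RORγ fusion under metallothionein promoter plus UAS-luciferase; compound 1 h, then 700 uM CuSO4 induction for 20 h at ambient temperature; inhibition read as reduced luminescence.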
# Mito fusion yeast = qHTS Assay for Small Molecule Inhibitors of Mitochondrial Division or Activators of Mitochondrial Fusion; S. cerevisiae fusion-defective mutant growth rescue, CellTiterGlo 48 h; Potency, µM (titrated, usually from 46.1 µM), without a hit: at the top dose growth rescue (activation), usual class: activators; 320,000 tested, 0.23% active; AID 485298, 2010;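 further: potency means the concentration at half of the fitted maximal effect; % of control where 0% means no effect; nearly all actives have a fitted effect of over 45% in size; temperature-sensitive fusion mutants such as fzo1-1 at 37 °C on non-fermentable ethanol glycerol medium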
#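 Yeast fusion mutant, YPEG (non-fermentable carbon), compound, 48 h at 37C non-permissive; CellTiterGlo added, 10 min RT, luminescence read. Rescued growth = division inhibition.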
# Starred values were filed as active, the others as inactive; ? = inconclusive; . = not tested or not shown; [ ] = dose if it differs, or a comment. Unless noted, the call rests on the fitted dose curve; in most records, active means well fitted curve in the direction sought with a large enough effect; inconclusive means small, poorly fitted or top-dose-only effect, or another doubt; inactive means no such curve, though single readings can be large; an effect the other way counts as inactive or inconclusive. An excerpt; rates above refer to the full screens.
entry	SMILES	NPC1 prom act	Gal4-VP16 FLuc	ELG1 DNA repair	KCNH2 3.1 inh	MBNL1 CUG block	Rab9 promoter act	FLuc modulator	Menin MLL FP TR	PKM2 activator	RORg inh	Mito fusion yeast
1	CS(=O)(=O)N(CC(=O)N1CCN(C(c2ccccc2)c2ccccc2)CC1)C1CCCCC1	-0.1%	-1.1%	?	-21.3	0.2%	-5.7%	7.4%	?	-1.6%	12.6µM*	3.6%
2	COC(=O)c1c(-c2cccc(C)c2)csc1NC(=O)C1CCCO1 (centres undefined)	1.4%	-17.4%	0.0%	3.9	-6.8%	3.5%	?	?	-0.4%	?	-2.8%
3	Cn1ncc(-c2ccno2)c1C(=O)O	-0.8%	-1.5%	3.5%	-19.9	-21.1%	0.5%	0.3%	-9.5%	7.0%	-14.9%	6.1%
4	O=C(CN1C(=O)S/C(=C\C=C\c2ccccc2)C1=O)Nc1ccc(O)cc1	12.0%	?	?	-6.1	.	?	?	?	5.5%	?	1.4%
5	CC(=O)Nc1nc(-c2ccc([N+](=O)[O-])cc2)cs1	18.2%	-3.4%	3.5%	31.6	22.5%	?	1.1%	26.9%	.	?	2.0%
6	CN(C(=O)COC(=O)c1cc2ccccc2cc1O)C1CCCCC1	7.4%	.	27.9%	-7.8	.	0.5%	19µM*	.	.	.	27.2%
7	CCC(C)(C)NC(=O)CN(C(=O)c1csnn1)c1ccccc1-c1ccccc1	0.2%	0.7%	14.4%	33.3	1.6%	-4.3%	-0.5%	-9.3%	-7.4%	-2.4%	-5.3%
8	COc1ccc(/C=C/c2ccncc2)c2ccccc12	.	-4.7%	.	-8.0	-3.9%	.	-5.7%	-4.0%	-4.4%	-28.6%	17.6%
9	Cc1ccc(OCCCC(=O)Nc2ccc3c(c2)OCO3)cc1	6.4%	-5.5%	?	9.8	-4.8%	17.0%	-1.5%	-5.2%	-2.9%	-1.1%	-0.7%
10	O=C(CCl)NC(Cc1c[nH]c2ccc(OCc3ccccc3)cc12)C(=O)O (centres undefined)	-3.6%	-8.4%	4.5%	15.5	-3.7%	-3.2%	-8.1%	?	-1.0%	-4.3%	1.5%
11	CS(=O)(=O)N(CC(=O)Nc1c(F)cccc1F)c1ccc(C23CC4CC(CC(C4)C2)C3)cc1	3.8%	-15.6%	-11.6%	-12.1	-1.5%	-4.7%	-0.1%	?	5.7%	-1.6%	1.7%
12	C=CCN1N=C(c2ccc(NC(=O)c3ccccc3)cc2)CSC1=O	1.5%	2.4%	0.2%	5.0	-4.4%	-7.0%	0.1%	-0.4%	-4.6%	3.5%	-2.8%
13	COc1c(C)cc(S(=O)(=O)NCc2ccco2)c(C)c1C	0.2%	15.0%	?	5.6	0.1%	-0.7%	-0.4%	-1.2%	-6.1%	-3.1%	9.4%
14	CC1CC(C)CN(C(=O)COC(=O)c2nccnc2N)C1 (centres undefined)	-2.0%	.	0.0%	-2.7	.	-2.3%	-1.0%	.	.	.	1.2%
15	CCOC(=O)N1CCN(C(=O)C(=O)Nc2sc3c(c2C#N)CC(C)(C)OC3)CC1	0.4%	16.0%	12.2%	-2.4	-3.0%	3.3%	16.9µM*	.	.	9.3%	-0.5%
16	CCOC(=O)c1ccccc1Nc1cn(C(C)=O)c2ccccc12	-17.1%	1.7%	-2.8%	.	3.0%	-26.5%	0.3%	14.9%	13.2%	8.6%	3.3%
17	COc1cc(/C=C/C(=O)NC(C)C2CC3CCC2C3)cc(OC)c1OC (centres undefined)	-0.4%	7.5%	20.6%	2.9	10.9%	0.7%	-2.0%	-13.9%	-7.2%	35.3%	-13.1%
18	COC(c1ccccc1)c1nc2ccccc2[nH]c1=O (centres undefined)	-2.1%	-12.1%	?	-6.1	12.9%	1.1%[1.84 µM]	-0.2%	1.5%	.	0.8%	1.9%
19	O=C1NC(c2ccc(Br)cc2)Nc2ccccc21 (centres undefined)	-21.8%	2.9%	?	-2.8	5.9%	-4.5%	0.6%	14.3%	5.6%	32.2%	3.0%
20	O=C(C1=C[C@@H](c2ccccc2)C[C@@H](OCCCCO)O1)N1CCN(Cc2ccc3c(c2)OCO3)CC1	-0.8%	-0.4%	-27.5%	.	-1.4%	3.2%	1.4%	-15.4%	1.2%	1.0%	7.0%
21	Cc1cc(C)cc(NC(=O)CSCc2cc(=O)n3ccsc3n2)c1	-1.4%	-2.0%	5.3%	-2.7	-1.0%	-7.2%	0.4%	.	.	8.7%	0.2%
22	c1nc(NC2CCCCC2)c2[nH]cnc2n1	7.2%	0.8%	10.1%	.	-7.3%	-1.8%	1.6%	0.9%	-0.9%	?	3.9%
23	Cc1ccc(S(=O)(=O)NCC2CCC(C(=O)NCc3cccs3)CC2)cc1 (centres undefined)	-9.2%	-4.0%	29.8%	-4.4	-6.1%	-1.3%	-0.2%	-25.9%	-2.1%	1.9%	-2.6%
24	CC(C)(C)c1ccc(C(=O)NNC(=O)c2ccccc2Br)cc1	14.5%	27.2%	?	-5.8	-2.6%	25.5%	?	-4.7%	2.0%	31.3%	12.9%
25	CCOC(=O)c1c(C)[nH]c(C(=O)NNC(=O)c2ccc(Br)cc2)c1C	15.9%	.	?	-4.4	.	29.9%	?	.	.	.	10.2%
26	CCn1c(-c2ccccc2Cl)nn(CC(=O)NCCc2ccccc2)c1=S	-3.7%	-2.1%	-5.7%	3.6	-9.7%	-2.1%	2.9%	-6.9%	0.8%	25.6%	-4.9%
27	CCOc1cc(CNc2ncn[nH]2)ccc1OCC(=O)NC(C)(C)C	-3.7%	-2.1%	16.0%	-5.1	-0.6%	-3.2%	-1.0%	3.5%	-5.7%	-2.6%	-4.5%
28	COc1ccc(S(=O)(=O)NC(CCSC)C(=O)NC2CCCCC2)cc1 (centres undefined)	-14.8%	-1.5%	-7.8%	10.7	0.8%	-2.2%	4.5%	-17.1%	-4.4%	6.2%	12.2%
29	O=C(c1cc([N+](=O)[O-])cc([N+](=O)[O-])c1)N(Cc1nnc(-c2ccccc2Cl)o1)C1CC1	-2.7%	-8.1%	?	4.0	?	7.0%	4.2%	?	1.9%	15.9%	-3.1%
30	CC1Oc2ccccc2C=C1C1/C(=C(/O)c2ccccc2)C(=O)C(=O)N1CCCN(C)C (centres undefined)	-1.7%	-4.8%	6.6%	7.7	11.5%	2.9%	8.5%	3.2%	-6.7%	-4.7%	1.9%
31	O=C1CN(C(=O)c2c(F)cccc2F)C(c2ccc(F)cc2)c2cc(Br)ccc2N1 (centres undefined)	-5.5%	?	-7.7%	-11.1	-4.2%	-4.0%	-1.0%	2.1%	.	-3.1%	-42.9%[inhibitor]
32	O=C(Nc1cccnc1)Nc1ccc2c(c1)OCO2	?	-4.6%	?	-14.2	-28.3%	?	12µM*	.	-19.9%	15.3%	-6.3%
33	O=C(Nc1ccc2c(c1)CCC2)c1cc(S(=O)(=O)N2CCN(c3ccccc3)CC2)ccc1Cl	-2.4%	10.0%	-7.9%	-4.3	32.4%[activator]	-1.0%	0.3%	.	4.1%	32.5%	0.7%
34	Nc1nonc1-c1nc2ccccc2n1CCC(=O)O	0.0%	-7.9%	2.3%	5.6	-9.3%	3.7%	0.2%	0.6%	-1.0%	-4.6%	1.7%
35	CCOc1ccc(-c2nc(CS(=O)(=O)CC(=O)NCc3ccc(F)cc3)c(C)o2)cc1	-1.6%	-7.8%	-17.0%	0.4	-5.9%	?	?	10.2%	8.2%	-28.3%	-0.5%

# Source: PubChem BioAssay
